Mtb RmlCD inh: inhibitors of Mycobacterium tuberculosis RmlC and RmlD coupled enzymes; P9WH09+P9WH11; RmlC+RmlD coupled enzyme assay, percent inhibition; primary screen in compound mixtures; inhibition, % at 3.6 µM; hit rate 0.03% among 160,000; AID 1533; in the data active = inhibition mostly above about 34%, no sharp cut-off; also: some results filed as inactive read as strong as hits
Target sequence (P9WH09 whole entry, looked up): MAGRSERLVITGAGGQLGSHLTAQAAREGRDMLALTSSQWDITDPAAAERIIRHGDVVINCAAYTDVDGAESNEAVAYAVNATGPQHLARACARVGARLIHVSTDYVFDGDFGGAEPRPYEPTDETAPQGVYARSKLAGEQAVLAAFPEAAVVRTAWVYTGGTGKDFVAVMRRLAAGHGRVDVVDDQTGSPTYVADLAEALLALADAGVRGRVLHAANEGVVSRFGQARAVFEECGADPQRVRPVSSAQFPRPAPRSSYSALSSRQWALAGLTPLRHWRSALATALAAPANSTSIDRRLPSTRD
Target sequence (P9WH11 whole entry, looked up): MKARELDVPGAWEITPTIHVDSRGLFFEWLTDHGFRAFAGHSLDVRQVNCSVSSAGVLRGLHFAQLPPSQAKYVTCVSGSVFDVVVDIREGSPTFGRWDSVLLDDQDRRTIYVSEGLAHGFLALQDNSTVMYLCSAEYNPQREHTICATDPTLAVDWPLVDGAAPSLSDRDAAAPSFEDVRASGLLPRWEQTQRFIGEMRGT
GlmU inhibition: inhibition of mycobacterial GlmU enzyme – biochemical, glucosamine-1-phosphate acetyltransferase (AID 1376); M. tuberculosis GlmU acetyltransferase enzyme assay; higher % means a stronger effect; inhibition, %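 (tested at 30 µM in the primary screen)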; hits with a dose series show IC50 in µM; hit rate 0.25% among 220,000; in the data active = inhibition above about 13%;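 also: 0% = complete reaction with vehicle and 100% = reaction without substrate; strong numbers were not always called active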
The depositor's hits bear a star; x = no result given.

structure | Mtb RmlCD inh | GlmU inhibition
CC[C@H](C)C1NC(=O)[C@H](CC(=O)O)NC(=O)c2cc([N+](=O)[O-])cc(I)c2NCCC(C(N)=O)NC1=O (stereo not given in full) | x | -0.7%
N/C(Cc1ccc(Cl)cc1Cl)=N\OC(=O)c1ccccc1 | x | -2.4%
C=CCn1c(=O)n(C(=O)OCC)c2cc(Br)ccc21 | 6 | 3.6%
O=C(CCCn1c(=S)[nH]c2cc3c(cc2c1=O)OCO3)N1CCN(c2ncccn2)CC1 | 8 | 1.0%
Cc1ccc(Cn2nnc3c(=O)n(CC(=O)N4CCCCC4)cnc32)cc1 | x | -0.1%
CCC(C)N=CC1=C(O)C(C(=O)OC)C(C)(C)CC1=O (stereo not given) | x | -0.1%
CC(C)C(OC(=O)c1ccco1)C(=O)NCc1ccco1 (stereo not given) | 15 | 1.0%
O=C(/C=C/c1ccco1)Nc1ccc(N2CCCC2)cc1 | x | -2.4%
CCN1CCN(Cc2ccc(NC(=O)Nc3ccccc3)cc2)CC1 | x | 2.6%
CCOC(=O)C1=C(C)N(c2ccc(Cl)cc2)C(=O)NC1c1cccc([N+](=O)[O-])c1 (stereo not given) | 12 | -2.1%
O=C(c1cc(-c2ccccc2O)on1)N1CCCC1 | -9 | -2.1%
CC(NC(=O)Cn1nc(C(F)(F)F)c2c1CCC2)c1ccccc1 (stereo not given) | -9 | 1.0%
Fc1cc(F)c(F)c(SCCc2ccncc2)c1F | -6 | -6.9%
Cn1c(=O)c2c(ncn2CC(=O)OCc2ccccc2)n(C)c1=O | -4 | -4.5%
CCn1nnc(-c2ccccc2NC(=O)c2cc(OC)cc(OC)c2)n1 | 3 | -2.0%
CCOc1ccccc1CNCCO | x | -4.8%
COc1cc(NC(=O)C2CCCO2)c(C(=O)O)cc1OC (stereo not given) | 5 | -2.1%
O=C(Cc1c(F)cccc1Cl)Nc1ccc(-n2cnnn2)cc1 | -9 | 6.5%
CC/C(C)=N/Nc1cccc([N+](=O)[O-])c1 | 8 | -4.9%
O=C(NC1CCN(Cc2ccccc2)CC1)C1CCN(c2nnc(-n3cccc3)s2)CC1 | 8 | 0.9%
CC(c1cccnc1)N(CCN(C)C)C(=O)Nc1ccc(Cl)c(Cl)c1 (stereo not given) | x | -8.3%
COC(=O)c1cc2sccc2n1CC(=O)N(C)c1ccccc1 | -2 | 1.6%
Cc1nc2sc(C(=O)c3ccccc3)c(N)c2c(C)c1C | x | -2.4%
C=CCn1c(O)c(C(CC)=NCCCO)c(=O)[nH]c1=O | -10 | 5.7%
Cc1ccc2cccc(OC(=O)/C=C\c3ccccc3)c2n1 | 12 | 3.6%
CCCCSCc1cc(C(=O)O)oc1C(C)(C)C | x | -3.0%
COCc1cc(C)nc(SCC(=O)c2ccc(O)c(O)c2)c1C#N | -5 | 8.1%
CCN(Cc1ccncc1)C(=S)Nc1ccccc1 | -14 | 4.9%
Cc1c(C(=O)OC(C)C)[nH]c2c1C(=O)CCC2 | x | -3.9%
COC(=O)CCC(=O)Oc1ccc(OC(=O)CCC(=O)OC)cc1 | x | -1.5%
CCCC(=O)Nc1nc2ccc(NC(=O)c3cccnc3)cc2s1 | x | -1.7%
Cc1ccc(C(=O)NCC(=O)NCC(=O)OCC(=O)c2cccs2)cc1 | x | 3.4%
Cc1ccc(S(=O)(=O)N2CCOCC2)cc1NC(=O)CN1CCC(Cc2ccccc2)CC1 | x | -2.7%
Cc1ccc(-c2cc(C(=O)N3CCc4ccccc4C3)no2)cc1 | 3 | 2.1%
COc1ccc(S(=O)(=O)N2CCN(C(=O)COc3ccc4c(C)cc(=O)oc4c3)CC2)cc1 | 12 | 6.5%
Cc1ccc(-c2cc(C(F)(F)F)n3ncc(C(=O)O)c3n2)cc1 | x | 1.2%
C/C(CC(c1ccccc1)c1c(O)c2ccccc2oc1=O)=N\Nc1ccc([N+](=O)[O-])cc1[N+](=O)[O-] (stereo not given) | 9 | 2.6%
NNC(=O)/C(=C\c1ccc(Br)cc1)NC(=O)c1cccs1 | -7 | -2.9%
COc1ccc(N(C(=O)c2ccco2)C(C(=O)NC2CCCCC2)c2ccccc2)cc1 (stereo not given) | x | 0.7%
O=C(NCc1ccco1)C1CCN(c2ccc(N3CCOCC3)nn2)CC1 | 2 | 1.4%
O=C1NC(NS(=O)(=O)c2ccc(Cl)cc2)(C(F)(F)F)C(=O)N1c1ccccc1 (stereo not given) | -9 | 6.8%
C[C@@H]1CC=C[C@H]2[C@H]1C(=O)N(Cc1ccccc1)[C@H]2c1cccc([N+](=O)[O-])c1 | x | 0.8%
Cn1c(=N)n(CC(O)c2cccs2)c2ccccc21 (stereo not given) | 15 | 0.7%
CC(=O)Nc1cc(Cl)c(N=Cc2ccc(O)cc2O)cc1Cl | -3 | -2.1%
C#Cc1cccc(NC(=O)c2ccc(Cl)cc2Cl)c1 | -106 | -3.2%
Cc1cc(/C=N/NC(=O)c2ccccc2F)c(C)n1-c1ccccc1 | x | 0.5%
Cc1ccc(NC(=O)C(=O)NN=C2CCCC2)cc1C | -8 | -4.4%
CS(=O)(=O)CCC(C(=O)N1CCOCC1)N1C(=O)c2cc(Cl)c(Cl)cc2C1=O (stereo not given) | -9 | 4.8%
COC/C=C/C1=CC2=CC(=O)C(C)(OC(=O)c3ccco3)C(=O)C2=CO1 (stereo not given) | -6 | 2.6%
CCCc1cc(N2CCCC(C(=O)Nc3c(OC)cccc3OC)C2)n2ncnc2n1 (stereo not given) | 4 | -8.2%

Continuation:
structure | Mtb RmlCD inh | GlmU inhibition
O=C(NN(CC(O)COc1ccccc1)CC(O)COc1ccccc1)c1ccccc1 (stereo not given) | 7 | 2.4%
Cc1ccc(NC(=O)CSc2ncnc3ccccc23)cc1S(=O)(=O)N1CCCCC1 | 2 | 2.0%
COc1cccc(C(c2sc3nc(C)nn3c2O)N2CCc3ccccc3C2)c1 (stereo not given) | x | -4.5%
N/N=C1\CCCc2c1[nH]c1ccc([N+](=O)[O-])cc21 | 2 | 0.8%
CCCOc1cc2c(C#N)c(N3CCCC3)nc(N)c2c(N)n1 | x | -0.2%
Fc1ccc2nc(C3CCCCN3Cc3nc(CC4CC4)no3)[nH]c2c1 (stereo not given) | x | 2.2%
c1ccc(C(c2ccccc2)c2noc(CN3CCN(CC4CC4)CC3)n2)cc1 | -10 | 2.1%
CCN(CC)C(=O)CSc1nnc(-c2cc3ccccc3cc2O)n1CC | x | 0.0%
CCOc1ccc(OCc2ccc(C(=O)NCC3CCCO3)o2)cc1 (stereo not given) | 12 | -0.9%
COC(=O)c1ccc(CSc2nc3ccccc3c(=O)n2-c2ccccc2)o1 | x | 2.5%
COc1ccccc1N(Cc1ccccc1)S(=O)(=O)c1cccc(C(=O)Nc2ccc(C(C)=O)cc2)c1 | -10 | 1.8%
CCC(=O)NC(=S)Nc1ccc(NC(=O)COc2ccc(Cl)cc2Cl)cc1 | 3 | 1.9%
CCCCCCCCCCOC(=O)C[N+](C)(C)CC1CCCCC1O (stereo not given) | -4 | 2.6%
Cc1ccccc1C(=O)Oc1ccc(-c2csnn2)cc1 | -21 | -3.9%
Cc1ccc(Cl)cc1N1CCN(CC(O)COC(C)C)CC1 (stereo not given) | -10 | 1.1%
CC1(C(=O)O)CCC(C(=O)Nc2ccc(S(N)(=O)=O)cc2)C1(C)C (stereo not given) | -4 | -1.6%
COc1ccc(CC2(CO)CCN(Cc3ccc(NC(C)=O)cc3)CC2)cc1 | -7 | 0.6%
COC(=O)CSc1nc(C2CC2)cc(C(F)(F)F)c1C#N | -3 | 3.9%
COc1ccc(-c2nc(N)n[nH]2)cc1OC | -3 | 2.9%
COc1ccccc1N1CCN(C(=O)c2ccc(C(C)(C)C)cc2)CC1 | x | 4.8%
Cc1ccc(S(=O)(=O)N2CCOCC2)cc1C(=O)NCc1cccs1 | x | 0.8%
CCCCC(=O)NC(Nc1nc(C2CC2)cs1)(C(=O)OCC)C(F)(F)F (stereo not given) | -9 | -7.3%
CC(C)(C)N1CC(C(=O)O)CC1=O (stereo not given) | -6 | 6.5%
COc1ccccc1N1CCN(C(c2cccs2)C(C)NC(=O)c2cccnc2)CC1 (stereo not given) | 6 | -3.0%
COCCNS(=O)(=O)c1cccn1-c1ncc(C(F)(F)F)cc1Cl | 3 | -9.4%
COc1ccc(CCN2C(=S)NC3CC2(C)Oc2ccc([N+](=O)[O-])cc23)cc1OC (stereo not given) | x | 7.5%
CC(C)CC(=O)c1c[nH]c(C(=O)NCc2cccs2)c1 | x | -0.8%
O=[N+]([O-])c1c(Nc2ccccc2O)cc(N2CCOCC2)c2nonc12 | -5 | -0.4%
O=S(=O)(Nc1nc2ccccc2nc1-[n+]1ccccc1)c1ccc(Cl)cc1 | 4 | 2.9%
C[N+](C)(C)CCc1ccc(O)cc1 | 11 | x
COC(=O)c1nc(C(=O)OC)c(C(=O)OC)nc1C(=O)OC | 10 | 1.0%
Cn1c(=O)c2c(nc(CN3CCN(c4ccc(F)cc4)CC3)n2CCN2CCOCC2)n(C)c1=O | 8 | -0.8%
Cc1ccc([N+](=O)[O-])cc1NC(=O)CCc1ccccc1 | x | 0.6%
CC1(C)OC(=O)C(=NNc2ccc(O)cc2)C(=O)O1 | 4 | -0.5%
Cc1ccc(Cn2c(C3CCCN3c3nc(-c4cc(Cl)c(N)c(Cl)c4)cs3)nc3cc(C(=O)NCCCO)ccc32)cc1 (stereo not given) | x | -6.3%
S=C(NCc1ccco1)Nc1ccc(Cl)cc1 | x | 3.5%
COc1ccc2cc(C3CC(c4ccco4)=NN3S(=O)(=O)c3ccccc3)c(Cl)nc2c1 (stereo not given) | 2 | -1.8%
O=C(Nc1ccc(CCC(=O)N2CCCC2)cc1)c1ncn[nH]1 | 3 | 2.9%
Cc1cnc(NC(=O)CSc2nnc(-c3ccccc3)n2Cc2ccccc2)s1 | 9 | 7.6%
CCOc1cc(N2CCOCC2)c(OCC)cc1NC(=O)CC12CC3CC(CC(C3)C1)C2 | 13 | -1.7%
NC(=O)NN=C1C2CCCC1C(c1ccccc1)NC2c1ccccc1 (stereo not given) | 2 | -0.7%
C1CC(CN2CCOCC2)CN(Cc2nc(CC3CC3)no2)C1 (stereo not given) | -10 | 1.7%
Cc1ccc(NC(=O)c2ccc(-n3cccn3)c([N+](=O)[O-])c2)cc1C | x | -1.1%
CCOc1nc(NCc2ccco2)nc(Nc2ccccc2F)n1 | x | 2.3%
Cc1cc(C(=O)CSc2n[nH]c(N)n2)c(C)n1-c1cc(F)ccc1F | x | -0.7%
CCOC(=O)C1=C(Nc2ccc(Br)cc2)CC(C)(O)C(C(=O)OCC)C1c1ccccc1 (stereo not given) | 8 | 0.8%
Cc1ccc(NC(=O)Nc2cc(-c3ccccc3)nn2C)cc1Cl | -17 | 7.1%
O=C(c1ccco1)N1CCN(c2cc(N3CCOCC3)c(F)cc2[N+](=O)[O-])CC1 | -12 | 0.6%
COc1ccccc1/C=C/C=N/NC(=O)c1cccs1 | 8 | 2.5%
O=C(NCc1ccccc1)C1=C[C@H](c2ccc3c(c2)OCO3)C[C@H](OCc2ccc(CO)cc2)O1 | x | -0.9%

Exported with two lines to a compound: five of the compounds above
Screens in order: Mtb RmlCD inh | GlmU inhibition
> NC(=O)NN=C1C2CCCC1C(c1ccccc1)NC2c1ccccc1 (stereo not given)
    2 | -0.7%
> C1CC(CN2CCOCC2)CN(Cc2nc(CC3CC3)no2)C1 (stereo not given)
    -10 | 1.7%
> Cc1ccc(NC(=O)c2ccc(-n3cccn3)c([N+](=O)[O-])c2)cc1C
    x | -1.1%
> CCOc1nc(NCc2ccco2)nc(Nc2ccccc2F)n1
    x | 2.3%
> Cc1cc(C(=O)CSc2n[nH]c(N)n2)c(C)n1-c1cc(F)ccc1F
    x | -0.7%

More structures:
structure | Mtb RmlCD inh | GlmU inhibition
Cn1nc([N+](=O)[O-])nc1Oc1ccccc1N | 0 | 1.1%
CS(=O)(=O)Oc1ccccc1/C=C1/N=C(c2ccc(F)cc2)OC1=O | x | -0.5%
CNC(=O)CSc1nnc(-c2cc(C)cc(C)c2)o1 | x | 2.8%
CCCCC/C=C\C[C@H](O)/C=C/c1cccc(C[C@H](O)CCCCO)n1 | x | -0.8%
CCc1nc(NCC2CCCO2)c2oc3ccccc3c2n1 (stereo not given) | -6 | 4.4%
Cc1sc2ncnc(Nc3ccccc3)c2c1C | 5 | 4.0%
CCCC(=O)Nc1nc2nc(-c3ccccc3)cc(-c3ccccc3)n2n1 | 9 | 1.7%
CCOC(=O)COc1ccc2c(c1)C(=O)CC(C)(C)O2 | 10 | -2.5%
CCOCCCNC(=O)CCNS(=O)(=O)c1ccc(C)cc1 | x | -7.1%
CN(Cc1ccccc1)Cc1nc2c(c(=O)n(C)c(=O)n2C)n1CCc1ccccc1 | x | -5.8%
Cc1nn(C)c(Cl)c1CN1CCN(C2CCCC2)C(CCO)C1 (stereo not given) | -7 | 0.4%
COc1ccc(NC(=O)CC2C(=O)N(C)C(=S)N2Cc2cccs2)cc1 (stereo not given) | 5 | 8.3%
CCNc1ccc(C(=O)N/N=C/c2c(C)nn(-c3ccccc3)c2N2CCCC2)cc1[N+](=O)[O-] | x | 2.2%
COc1ccc2c(=O)c3c(=O)n(Cc4ccco4)c(-c4ccc(C)cc4)nc3oc2c1 | 7 | 20%

Four structures from above, ordered by SMILES length, low to high.
structure | Mtb RmlCD inh | GlmU inhibition
C#Cc1cccc(NC(=O)c2ccc(Cl)cc2Cl)c1 | -106 | -3.2%
NNC(=O)/C(=C\c1ccc(Br)cc1)NC(=O)c1cccs1 | -7 | -2.9%
Fc1ccc2nc(C3CCCCN3Cc3nc(CC4CC4)no3)[nH]c2c1 (stereo not given) | x | 2.2%
Cn1c(=O)c2c(nc(CN3CCN(c4ccc(F)cc4)CC3)n2CCN2CCOCC2)n(C)c1=O | 8 | -0.8%

Source: PubChem BioAssay (several laboratories)

Some of the compounds tested; the hit share may differ from the screen's.
